High-throughput results: PubChem, National Center for Advancing Translational Sciences (NCATS)
PI4K2A block = qHTS for small molecular inhibitors of PI4K2A | actives 0.13% (n = 420,000) | activity change, negative = inhibition, % at 76.9 µM | purified PI4K2A, ADP-Glo luminescence, 1 h; stronger effect = lower value; in the data active = activity change below about -50%; inconclusive = mostly about -30% to -49%;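 note: -100% = wells without enzyme as full effect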
Target sequence (Q9BTU6 whole entry, looked up): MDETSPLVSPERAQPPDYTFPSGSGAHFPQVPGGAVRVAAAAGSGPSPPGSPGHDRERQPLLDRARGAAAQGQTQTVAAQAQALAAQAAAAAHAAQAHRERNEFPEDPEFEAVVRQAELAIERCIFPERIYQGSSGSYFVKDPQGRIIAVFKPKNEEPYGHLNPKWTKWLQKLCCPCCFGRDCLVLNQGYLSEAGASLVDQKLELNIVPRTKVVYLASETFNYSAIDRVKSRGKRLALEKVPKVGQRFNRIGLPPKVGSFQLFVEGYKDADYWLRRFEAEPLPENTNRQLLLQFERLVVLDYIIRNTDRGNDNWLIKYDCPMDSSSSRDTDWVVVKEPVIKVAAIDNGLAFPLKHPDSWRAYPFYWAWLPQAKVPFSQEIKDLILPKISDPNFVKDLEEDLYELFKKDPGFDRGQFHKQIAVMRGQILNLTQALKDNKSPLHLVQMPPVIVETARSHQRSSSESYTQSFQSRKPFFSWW
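In this quantitative HTS, ADP production by PI4K2A was quantified luminescently after 1 h at ambient temperature; 100 microM adenosine served as plate-quality control.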
IDH1 R132H inh = qHTS for Inhibitors of mutant isocitrate dehydrogenase 1 (IDH1): qHTS. Potency, µM (titrated, usually from 76.6 µM), without a hit: top-dose activity change, negative = inhibition, most hits filed as inhibitors. IDH1-R132H enzyme, NADPH consumption, diaphorase/resazurin fluorescence. AID 602179, 2012. actives 0.093% (n = 390,000); note: potency is the fitted concentration of half-maximal effect; % is set by controls: 0 for no effect and ±100 for the full control effect; nearly all actives have a fitted effect of over 65% in size
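IDH1-R132H (0.5 ug/mL) preincubated 30 min with compound, then NADPH (0.016 mM) and alpha-KG (2 mM) added; 80 min at RT, pH 7.5. Remaining NADPH coupled via diaphorase/resazurin to fluorescence (540/590 nm); concentration-response curves normalized to no-enzyme control.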
USP1 inh = Inhibitors of USP1/UAF1: Primary Screen; Ubiquitin carboxyl-terminal hydrolase 1 (Homo sapiens), O94782; actives 0.23% (n = 390,000); Potency, µM (top dose mostly 57.1 µM), for inactives: at the highest dose activity change, negative = inhibition, hits mostly inhibitors; AID 743255, 2014; recombinant USP1/UAF1, Ub-Rhodamine cleavage fluorescence; note: potency is the fitted concentration of half-maximal effect; % is set by controls: 0 for no effect and ±100 for the full control effect; nearly all actives have a fitted effect of over 60% in size; inactives centre near -12
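USP1/UAF1 complex at 1 nM was preincubated with compound for 15 min at room temperature, then Ub-Rho substrate (150nM final) was added. Fluorescence (480/540 nm) was read kinetically, 6 reads every 60 seconds.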
D2 agonist = HTS Assay for Allosteric Agonists of the Human D2 Dopamine Receptor: Primary Screen for Agonists. D(2) dopamine receptor (Homo sapiens), P14416. HEK293 T-REx D2 cells, calcium flux agonist mode. activation, % at 2 µM. actives 0.53% (n = 340,000);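 active = activation over 3 SD above normal in the single-dose calcium agonist read, cut at about 30% in these data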; note: 0% is about no effect
Target sequence (P14416 whole entry, looked up): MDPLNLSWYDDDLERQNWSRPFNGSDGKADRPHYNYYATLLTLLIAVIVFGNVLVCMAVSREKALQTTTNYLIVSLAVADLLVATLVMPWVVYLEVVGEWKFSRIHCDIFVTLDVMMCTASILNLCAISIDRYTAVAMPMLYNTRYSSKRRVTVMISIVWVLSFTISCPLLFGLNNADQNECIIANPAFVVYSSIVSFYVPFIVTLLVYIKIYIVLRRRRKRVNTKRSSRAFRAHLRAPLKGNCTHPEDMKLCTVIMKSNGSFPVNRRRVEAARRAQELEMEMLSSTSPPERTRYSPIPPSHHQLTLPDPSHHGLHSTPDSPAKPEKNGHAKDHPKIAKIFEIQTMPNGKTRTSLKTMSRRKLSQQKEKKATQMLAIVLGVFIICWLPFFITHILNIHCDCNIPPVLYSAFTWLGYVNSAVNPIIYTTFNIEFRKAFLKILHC
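In this primary screen, compounds producing a positive calcium signal within 180 s of addition to tetracycline-induced, force-coupled HEK293 Trex D2 cells are flagged; cells are dye-loaded with a no-wash calcium kit beforehand.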
TRHR PAM = qHTS for Small Molecule Agonists and Allosteric Enhancers of Human TRH Receptor: Primary Screen for Enhancers; Thyrotropin-releasing hormone receptor (Homo sapiens), P34981; TRHR cells, fluo-8 calcium fluorescence, EC20 TRH enhancement; enhancement, % at 2 µM; actives 0.66% (n = 360,000); AID 493056, 2011; in the data active = enhancement above about 30%; note: 0% is about no effect
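TRHR-expressing cells loaded with fluo-8 calcium dye were read kinetically (ex 480/em 530) during compound addition, then stimulated with an EC20 of TRH (10 nM final). Enhancement of the Gq-mediated intracellular calcium response was scored.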
TRHR ag = qHTS for Small Molecule Agonists and Allosteric Enhancers of Human TRH Receptor: Primary Screen for Agonists | Thyrotropin-releasing hormone receptor (Homo sapiens), P34981 | TRHR cells, calcium flux fluo-8, FDSS agonist mode | activation, % at 2 µM | actives 0.18% (n = 360,000); in the data active = activation above about 30%; note: 0% is about no effect
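In this calcium-flux screen, cells bearing human TRHR are dye-loaded with fluo-8, baselined for 10 cycles, then exposed to library compounds; positive kinetic calcium responses during the agonist phase mark hits, with TRH as control.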
D2 antag = HTS Assay for Allosteric Antagonists of the Human D2 Dopamine Receptor: Primary Screen for Antagonists | D(2) dopamine receptor (Homo sapiens), P14416 | HEK293 TREx D2 cells, calcium flux, dopamine EC80 | inhibition, % at 10 µM | actives 2% (n = 340,000) | AID 485344, 2010; in the data active = inhibition above about 30%; note: 0% is about no effect
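Overnight-induced (tetracycline, 30 C) HEK293 T-REx cells carrying force-coupled D2 receive a no-wash calcium dye, then compound, then EC80 dopamine at 180 s; signals are read kinetically throughout.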
rTrxR1 inhibitor = qHTS Assay for Inhibitors of Mammalian Selenoprotein Thioredoxin Reductase 1 (TrxR1): qHTS | recombinant rTrxR1, NADPH fluorescence consumption, selenite substrate | Potency, µM (titrated, usually from 114 µM), for inactives: at the top dose activity change, negative = inhibition, usual class: inhibitors | actives 1% (n = 390,000) | AID 588453, 2011; note: potency is the fitted concentration of half-maximal effect; % is set by controls: 0 for no effect and ±100 for the full control effect; nearly all actives have a fitted effect of over 65% in size
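Rat TrxR1 (90 nM in the dispensed reagent) was pre-reduced with 400 uM NADPH for 5 min at room temperature, then incubated with compound for 15 min. After 400 uM selenite was added, NADPH fluorescence (Ex 340/Em 450 nm) was followed for 8 min.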
TrxR1 substrate = qHTS Assay for Substrates of Mammalian Selenoprotein Thioredoxin Reductase 1 (TrxR1): qHTS; purified TrxR1 substrate turnover, NADPH consumption readout; Potency, µM (series often up to 114 µM), without a hit: at the highest dose activity change, negative = substrate turnover; actives 0.01% (n = 390,000); AID 588456, 2011; note: potency is the fitted concentration of half-maximal effect; % is set by controls: 0 for no effect and ±100 for the full control effect; nearly all actives have a fitted effect of over 50% in size
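Rat TrxR1, dispensed at 90 nM, was prereduced with 400 uM NADPH (final) for 5 min at ~22 deg C, then incubated with compound 15 min before 400 uM selenite. A first-read NADPH fluorescence drop versus no-compound background flagged substrates.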
An asterisk follows results filed as active; ? = inconclusive; . = not tested or not shown; & = joins results of further samples; [ ] = another dose, or the depositor's remark. Unless noted, calls come from the whole dose curve; as a rule, active = well fitted inhibition curve with a large enough effect; inconclusive = small, poorly fitted or top-dose-only effect; inactive = no such curve, though single readings can be large or run the other way.

SMILES	PI4K2A block	IDH1 R132H inh	USP1 inh	D2 agonist	TRHR PAM	TRHR ag	D2 antag	rTrxR1 inhibitor	TrxR1 substrate
CCN(C(=O)CN1CCN(S(=O)(=O)c2cc(Cl)ccc2Cl)CC1)c1c(N)n(Cc2ccccc2)c(=O)[nH]c1=O	0	-7%	-2%	-0.4	-2	0.1	-3	0%	-5%
FC(F)c1nnc2ccc(Cl)nn12	-3	10%	-14%	0.6	-2	0.1	-15	4%	6%
CC(C(=O)c1ccc(Br)cc1)[n+]1cccc(NC(=O)c2ccccc2)c1 (stereo not given)	-6	-4%	-21%	0.1	3	1.0	6	7%	2%
Cc1ccc(OCCSc2ncnc3sc(C)c(C)c23)cc1C	1	1%	-19%	0.1	4	0.6	-9	22%[57.1 µM]	-6%
COc1cccc(/C=N/NC(=O)CSCC(=O)Nc2ccccc2)c1O	-5	5%	-11%	-0.1	-2	-0.3	-3	7%	2%
Cn1c(=O)[nH]c(=O)c2c1nc(N1CCOCC1)n2CCCSc1ncccn1	-1	-1%	-9%	0.8	-3	-0.2	-2	7%[0.457 µM]	-6%
C=CCNC(=O)c1onc(CSc2ccc(C)c(C)c2)c1C(=O)O	-5	7%	-19%	0.1	-6	0.3	-4	24%	13%
Cc1ccc(C(=O)Nc2cccc(C(F)(F)F)c2)cc1NC(=O)c1ccno1	1&4	-2%&-10%	?	-0.1	7	-0.4	-13	18%[57.1 µM]	7%[57.1 µM]
Cc1cc(N2CCN(C)CC2)nc2ccc(NC(=O)CCC(=O)NCCC3=CCCCC3)cc12	3	-2%	-14%	.	.	.	.	-3%[57.1 µM]	16%[57.1 µM]
CCN(c1ccccc1)S(=O)(=O)c1nnc(NC(=O)CC(C)C)s1	4	3%	-3%	0.8	3	-0.3	-19	20%[57.1 µM]	7%[57.1 µM]
CC1CCN(C(=O)CC#N)CC1	1	3%	-23%	1.2	5	0.5	13	33%	0%
COc1cc(CCC(=O)OCC(=O)c2ccc[nH]2)cc(OC)c1OC	-3	5%	-6%	-1.8	5	0.4	-13	20%	12%

3 entries picked at random from those above, as already listed:
SMILES	PI4K2A block	IDH1 R132H inh	USP1 inh	D2 agonist	TRHR PAM	TRHR ag	D2 antag	rTrxR1 inhibitor	TrxR1 substrate
Cn1c(=O)[nH]c(=O)c2c1nc(N1CCOCC1)n2CCCSc1ncccn1	-1	-1%	-9%	0.8	-3	-0.2	-2	7%[0.457 µM]	-6%
CC(C(=O)c1ccc(Br)cc1)[n+]1cccc(NC(=O)c2ccccc2)c1 (stereo not given)	-6	-4%	-21%	0.1	3	1.0	6	7%	2%
Cc1ccc(OCCSc2ncnc3sc(C)c(C)c23)cc1C	1	1%	-19%	0.1	4	0.6	-9	22%[57.1 µM]	-6%

Structures above that have a Cl atom:
SMILES	PI4K2A block	IDH1 R132H inh	USP1 inh	D2 agonist	TRHR PAM	TRHR ag	D2 antag	rTrxR1 inhibitor	TrxR1 substrate
CCN(C(=O)CN1CCN(S(=O)(=O)c2cc(Cl)ccc2Cl)CC1)c1c(N)n(Cc2ccccc2)c(=O)[nH]c1=O	0	-7%	-2%	-0.4	-2	0.1	-3	0%	-5%
FC(F)c1nnc2ccc(Cl)nn12	-3	10%	-14%	0.6	-2	0.1	-15	4%	6%

Going on with the list:
SMILES	PI4K2A block	IDH1 R132H inh	USP1 inh	D2 agonist	TRHR PAM	TRHR ag	D2 antag	rTrxR1 inhibitor	TrxR1 substrate
Cc1cccc(C)c1N=C1NN=C(c2ccccc2F)CS1	-1	4%	-18%	0.1	19	0.7	-11	-20%	-15%
COc1cccc(/C=N/NC(=O)c2cc(-c3cccn3C)n[nH]2)c1	-4	14%	-14%	-0.4	-6	-0.5	16	0%	13%
COCCn1nnnc1C(c1ccccc1OC)N1CCN(c2ccccc2)CC1 (stereo not given)	2	9%	-10%	0.4	-3	-0.1	3	4%[57.1 µM]	-3%
Nc1nc(Cl)cc(=O)n1Cc1ccc(Cl)cc1	-2	-2%	-8%	.	.	.	.	4%	0%
Cc1cccc(NC2=NCC(=O)N2Cc2cccs2)c1	1	12%	-16%	-0.7	-1	-0.3	-5	19%[57.1 µM]	-4%[57.1 µM]
CC(C)CCN(C(=O)C1CCCC1)c1c(N)n(Cc2ccccc2)c(=O)[nH]c1=O	-7	0%	-10%	1.3	-4	1.9	8	33%	3%
CCOC(=O)c1ccc2c(c1)N(CC(=O)Nc1ccc(CC)cc1)C(=O)c1ccccc1S2	-2	-12%	-29%	-0.3	-6	0.6	.	28%[57.1 µM]	3%[57.1 µM]
C=Cc1ccc(Cn2c(=O)cc(C)c3c(C)nn(C)c32)cc1	-3	3%	-29%	-0.6	8	-0.7	.	11%[57.1 µM]	3%[57.1 µM]
O=C(c1ccco1)N1CCN(C(c2ccc(Cl)cc2)c2nnnn2Cc2ccccc2)CC1 (stereo not given)	-1	-2%	-14%	0.0	4	-0.3	-10	?	1%
Cc1cccc(NC(=O)C(c2ccccc2)N2Cc3ccccc3C2=O)c1C (stereo not given)	-1	-15%	-14%	0.7	3	1.7	.	-2%	-10%
O=C(NC1CCC(O)CC1)c1ccc(-c2ccc([N+](=O)[O-])cc2)o1 (stereo not given)	-1	5%	-9%	-0.2	-1	0.4	-1	3.2µM*	-2%
Cn1c(=O)c2c(nc(/C=C/c3cccc(Cl)c3)n2C)n(C)c1=O	0&4	-3%	-8%	.	.	.	.	47%[activator][57.1 µM]	49%[activator][57.1 µM]
COc1cccc(CN(C)CC(=O)Nc2cc3oc4ccccc4c3cc2OC)c1	-5	2%	-25%	-1.3	11	-0.1	-10	17%	19%
Cc1c(CNCCC2=CCCCC2)c(C(=O)O)c(C)n1Cc1ccccc1	-1	-2%	-28%	-0.4	-7	-0.2	-15	17%	5%
CCOC(=O)CSC1=Nc2ccccc2C2=NC(CCC(=O)NCc3ccccc3)C(=O)N12 (stereo not given)	-7	0%	3%	0.3	0	-0.2	.	25%[57.1 µM]	17%[57.1 µM]
COc1ccc(OC)c(S(=O)(=O)NCC(c2ccc(N(C)C)cc2)N2CCOCC2)c1 (stereo not given)	0	-6%	-18%	2.2	-6	-0.2	.	-10%[57.1 µM]	-1%[57.1 µM]
COC(=O)C(C(=O)OC)C(c1ccccc1)C(C(=O)c1ccccc1)[N+](=O)[O-] (stereo not given)	18	-4%	-15%	.	0	-0.1	.	?	-3%
CC(C)(C)NC(=S)NC(=O)C12CC3CCC(CC(C3)C1)C2	7	1%	-4%	0.6	-3	0.8	6	-19%	-7%
CN(C)C(=O)c1c(-c2ccccc2)oc2ccc(O)cc12	-3	2%	8%	-0.8	0	-0.3	13	5%	29%
CCOC(=O)N1CCC(NC(=O)C2CCN(Cc3nc(-c4ccc(CC)cc4)oc3C)CC2)CC1	1	0%	-19%	.	.	.	.	11%[57.1 µM]	6%[57.1 µM]
CCOc1ccc(-c2nc(CN3CCCC(C(=O)N4CCOCC4)C3)c(C)o2)cc1 (stereo not given)	-2	3%	-25%	-0.5	2	-0.1	5	-7%	2%
Oc1c(CN2CCN(c3ccccc3)CC2)cc(Br)c2cccnc12	0	-1%	-9%	4.1	16	1.0	59*	12%	1%
Cc1ccc(C)c(S(=O)(=O)N2CCN(C(=O)Cc3sc(C)nc3-c3ccc(F)cc3)CC2)c1	-2	3%	-17%	.	.	.	.	15%	-4%
CCCCNC(=O)CN(Cc1ccco1)S(=O)(=O)c1ccc(C(C)=O)cc1	-1	6%	-20%	-0.1	5	-0.8	-1	2%	10%
CCc1ccc(NC(=O)CN2C(=O)C(c3ccc(F)cc3)=NC2(C)C)cc1	-4	.	-22%	-0.4	11	-1.1	.	8%	3%
C#Cc1cccc(NC(=O)c2ccc3c(c2)C(=O)N(Cc2cccnc2)C3=O)c1	0	1%	-18%	0.6	2	1.2	9	4%	0%
CCOc1ccc(N2C(=O)c3cccnc3C2Nc2ccc(Cl)cc2)cc1 (stereo not given)	0	1%	-14%	0.3	10	-0.4	6	10%	0%
O=C(O)Cn1cc(F)c(=O)[nH]c1=O	6	-1%	-18%	.	.	.	.	14%	3%
O=C(NCc1ccc2c(c1)OCO2)C12CC3CC(CC(C3)C1)C2	-2	4%	-23%	-0.8	-4	-0.3	0	14%	1%
N=C1N(c2ccccc2)C(=S)C(=Nc2ccccc2)N1c1ccccc1	-11	2%	-26%	.	.	.	.	10%[11.4 µM]	4%[11.4 µM]
COc1cc(/C=C2\CC/C(=C\c3cc(OC)c(OC)c(OC)c3)C2=O)cc(OC)c1OC	12	9%	?	-0.2	0	-0.1	3	23%[57.1 µM]	-6%[57.1 µM]
Cc1ccc(C(=O)O/N=C(\N)c2ccc(Br)cc2)cc1C	3	0%	-6%	-1.9	-2	0.2	-8	16%	3%
COc1ccc(C)cc1-n1nnnc1SC(C)C(=O)NC1CCCC1 (stereo not given)	3	-1%	-10%	.	.	.	.	20%	-2%
